Screening results as filed in PubChem BioAssay.
AddAB inh – growth inhibition of E. coli expressing H. pylori AddAB, primary screen, AddAB inhibitor project, absorbance. inhibition, % at 11.9 µM. hit rate 0.29% among 330,000; in the data active = inhibition above about 12%;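 note: 0% = vehicle wells of infected cells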
Rtt109 Vps75 – inhibitors of C. albicans Rtt109/Vps75 HAT, primary screen, biochemical, ThioGlo CoA-SH fluorescence, plate reader. hit rate 0.16% among 330,000. Histone acetyltransferase RTT109 (Candida albicans (strain SC5314 / ATCC MYA-2876)), …. purified Rtt109/Vps75, 4 h. inhibition, % at 34.9 µM;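 active = inhibition of at least 50% in every replicate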
CAL PDZ inh – CAL PDZ peptide-binding inhibitors, primary screen, biochemical, fluorescence polarization, Cer-tagged CAL PDZ, HTS; Golgi-associated PDZ and coiled-coil motif-containing protein (Homo sapiens), Q9HD26; purified CAL PDZ, TMR-peptide fluorescence polarization, 1 h; inhibition, % at 20 µM; hit rate 0.02% among 330,000;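 active = highest replicate inhibition of at least 40%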;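 note: plate controls were DMSO neutral control wells for no effect and unlabeled competitor peptide control wells for full effect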
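System: tagged CAL PDZ domain. Schedule: 1 h room-temperature incubation prior to read. Signal: fluorescence polarization (mP). Measure: percent inhibition from loss of millipolarization.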
PvdQ inh – P. aeruginosa PvdQ acylase inhibitors, primary screen, biochemical, fluorescence, plate reader and imaging, single point; PvdQ acylase [Pseudomonas aeruginosa LESB58]; purified PvdQ acylase; inhibition, % at 10 µM; hit rate 0.063% among 340,000; in the data active = inhibition above about 30%, passing the limit was not always enough;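 note: 0% = vehicle neutral wells and 100% = reference inhibitor wells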
phage Ecoli inh – growth loss of phage-infected E. coli, primary screen, RecBCD inhibitor project, absorbance, with phage, HTS. inhibition, % at 11.9 µM. hit rate 0.26% among 360,000; in the data active = inhibition above about 11%
E coli growth – E. coli V3065 growth inhibition, primary screen, counter-screen for AddAB inhibitor project, absorbance, OD600 | 18 h | hit rate 0.27% among 330,000 | inhibition, % at 11.9 µM;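 active = inhibition above the campaign's mean inhibition across all tested compounds plus 3 SD, cut at about 9.9% in these data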;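 note: uninfected addAB+ strain grown without phage in ampicillin broth; 0% = DMSO wells and 100% = ciprofloxacin 0.95 µg/ml wells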
PfHsp90 yeast 2 – growth inhibition of PfHsp90-expressing yeast, primary screen, antimalarial PfHsp90 inhibitor project, S. cerevisiae, BacTiter-Glo luminescence, single point, set 2. AID 504621, 2011. hit rate 0.32% among 310,000. BacTiter-Glo ATP, 48 h; yeast lacking PDR1 and PDR3 efflux regulators. inhibition, % at 9.4 µM;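 active = every replicate shows inhibition above about 80%, whatever the replicate mean, limit read from the data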;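 note: 0% = DMSO neutral controls and 100% = 20 µM radicicol positive controls; yeast relying on Plasmodium falciparum Hsp90 in place of its own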
Tat export inh – E. coli Tat export inhibitors, primary screen, MC4100, TorA-mCherry reporter, fluorescence, single point; inhibition, % at 10 µM; hit rate 0.036% among 340,000; AID 488895, 2010;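 active = mean replicate inhibition at least 50% and at least half of replicates individually reaching 50%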;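 note: exported cargo escapes ClpAP degradation while cytoplasmic cargo is degraded and loses fluorescence; 0% = median of neutral control wells and 100% = median of NaSCN control wells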
Wnt bcat act – Wnt/beta-catenin pathway activators, primary screen, cell-based, plate reader, single point; Wnt/beta-catenin reporter cell assay, activator; activation, % at 9.35 µM; hit rate 1.2% among 300,000; in the data active = activation above about 30%, passing the limit was not always enough;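 note: 0% = neutral control wells and 100% = positive control wells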
DAGLB inhibitor – DAGLB lipase inhibitors, primary screen, biochemical, fluorescence, HTS | Diacylglycerol lipase-beta (Homo sapiens), Q8NCG7 | HEK293T DAGLB membrane lysate, EnzChek fluorogenic substrate | inhibition, % at 5.17 µM | hit rate 0.059% among 340,000; in the data active = inhibition above about 34%;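 note: 0% = enzyme with vehicle and 100% = wells lacking enzyme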
Target sequence (Q8NCG7 whole entry, looked up): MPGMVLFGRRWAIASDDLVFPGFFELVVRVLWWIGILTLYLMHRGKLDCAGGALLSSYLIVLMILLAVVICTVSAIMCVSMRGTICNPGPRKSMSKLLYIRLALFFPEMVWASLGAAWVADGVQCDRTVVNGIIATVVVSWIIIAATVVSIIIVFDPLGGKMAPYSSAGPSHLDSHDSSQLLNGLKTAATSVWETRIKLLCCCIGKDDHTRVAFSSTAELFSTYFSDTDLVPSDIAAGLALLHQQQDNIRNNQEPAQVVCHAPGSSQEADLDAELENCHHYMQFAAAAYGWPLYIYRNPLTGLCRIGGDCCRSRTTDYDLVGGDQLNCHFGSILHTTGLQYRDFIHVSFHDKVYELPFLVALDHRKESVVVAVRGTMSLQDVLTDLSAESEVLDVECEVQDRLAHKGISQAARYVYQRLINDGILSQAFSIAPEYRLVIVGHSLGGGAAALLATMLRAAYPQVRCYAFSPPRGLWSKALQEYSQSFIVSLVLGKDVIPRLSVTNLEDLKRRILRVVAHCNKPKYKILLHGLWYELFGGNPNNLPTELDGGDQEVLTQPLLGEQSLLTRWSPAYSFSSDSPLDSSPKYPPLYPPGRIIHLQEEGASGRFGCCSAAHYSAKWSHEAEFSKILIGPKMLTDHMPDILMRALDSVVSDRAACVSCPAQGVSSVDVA
* = called active by the depositor; / = not tested or not shown.

The first 3 compounds (preview)
smiles	AddAB inh	Rtt109 Vps75	CAL PDZ inh	PvdQ inh	phage Ecoli inh	E coli growth	PfHsp90 yeast 2	Tat export inh	Wnt bcat act	DAGLB inhibitor
COC(=O)c1cnn(C(=O)c2ccccc2Br)c1N	1.1	1	-3.0	-8	1.2	1.4	-9	0	/	-2
Cc1ccc(C)c(OCC(=O)Nc2ccc(N3CCOCC3)cc2N2CCOCC2)c1	-1.3	9	-0.6	9	-0.3	0.5	/	10	0	-2
COc1ccc(NS(=O)(=O)c2cc(NC(=O)CCNC(=O)c3ccco3)ccc2OC)cc1	/	11	-2.5	1	-0.1	/	0	4	-4	0

The list itself, repeating the preview:
smiles	AddAB inh	Rtt109 Vps75	CAL PDZ inh	PvdQ inh	phage Ecoli inh	E coli growth	PfHsp90 yeast 2	Tat export inh	Wnt bcat act	DAGLB inhibitor
COC(=O)c1cnn(C(=O)c2ccccc2Br)c1N	1.1	1	-3.0	-8	1.2	1.4	-9	0	/	-2
Cc1ccc(C)c(OCC(=O)Nc2ccc(N3CCOCC3)cc2N2CCOCC2)c1	-1.3	9	-0.6	9	-0.3	0.5	/	10	0	-2
COc1ccc(NS(=O)(=O)c2cc(NC(=O)CCNC(=O)c3ccco3)ccc2OC)cc1	/	11	-2.5	1	-0.1	/	0	4	-4	0
Cc1c(N=Cc2ccc(Br)s2)cccc1[N+](=O)[O-]	0.1	7	-0.3	-4	3.8	-0.5	4	0	/	2
CSC1=N/C(=C\c2ccc(C)s2)C(=O)S1	2.9	-1	-2.5	-5	2.8	0.7	11	7	/	-7
COc1ccc(C2=NOC(C)(c3nnc(-c4ccc(F)cc4)o3)C2)cc1 (stereo unspecified)	0.8	-1	-0.9	-13	3.6	-1.1	3	14	7	-6
CCOc1ccc(Cc2nnc(SCC(=O)Nc3ccc(C(C)=O)cc3)[nH]c2=O)cc1	0.8	-9	-1.5	-7	5.4	-1.0	-14	-2	3	2
Cc1ccc(C)c(N2CCN(CC3CC=CCC3)CC2)c1 (stereo unspecified)	1.5	-1	-2.6	-16	0.7	-1.2	6	6	/	-11
CCCCCCc1cc2cc(C(=O)Nc3ccc(OC)cc3)c(=O)oc2cc1O	2.6	-1	0.3	-10	3.1	3.3	-33	7	-4	-3
O=C(COC(=O)C1=COCCO1)Nc1cccc(S(=O)(=O)N2CCOCC2)c1	1.4	-1	-2.0	-14	2.1	-0.6	65	-2	-2	-3
OCC[C@H]1C[C@H](O)[C@@H](O)[C@]2(OCc3ccccc32)O1	6.0	-5	-1.0	-7	3.8	2.0	-23	-1	1	3
O=C(c1cn(-c2ccccc2)nc1-c1ccc(Cl)cc1)N1CCOCC1	1.3	6	-4.3	-15	2.1	1.2	-32	4	-1	0
CC(N=Cc1nc(-c2ccccc2)oc1O)c1ccccc1 (stereo unspecified)	2.3	9	-0.9	13	1.9	-1.7	/	7	15	-4
C/C(=N\NC(=O)Cc1ccc(O)cc1)c1cccnc1	/	3	-2.6	-12	0.9	/	-15	7	-6	1
CS(=O)(=O)N(CCc1ccccc1)CC(=O)N1CCCC1	-0.4	-1	-1.9	-2	2.3	-0.2	-8	0	-2	3
O=C(CN1CCN(c2ccc(F)cc2)CC1)N1CCOCC1	-1.2	-28	-0.4	-15	4.5	-0.8	2	-3	/	1
CCOc1ccccc1/C=C(/C#N)C(N)=O	-0.9	-1	-0.4	1	-1.1	-0.2	-6	-4	13	1
Cc1cc(Cl)c(S(=O)(=O)N2CC(C)OC(C)C2)cc1OCC(N)=O (stereo unspecified)	-1.8	-3	-2.2	-5	1.1	-2.1	4	3	-1	-4
NC(=O)COC(=O)c1ccccc1OCc1ccc(Cl)cc1	-2.5	-6	-1.1	11	1.1	-1.6	6	2	-1	-3
Nc1nonc1-n1nnc(C(=O)N/N=C/c2cc(Br)ccc2O)c1CSC1=NCCS1	18*	-7	-2.3	-7	12*	13*	-76	3	/	9
COc1ccc(CCNC(=O)Cn2c(=O)oc3cc(Cl)ccc32)cc1OC	-0.4	-6	-0.1	-9	0.8	-1.7	4	-2	1	-1
Cc1oc2c(CN3CCCCC3)c(O)ccc2c(=O)c1-c1ccc(Cl)cc1	-1.4	-2	0.0	-11	0.2	-2.7	-2	-5	4	3
COc1ccc(N2CCN(C(=O)c3ccc4c(=O)n(CC5CCCO5)c(=O)[nH]c4c3)CC2)cc1 (stereo unspecified)	2.8	-10	-1.1	8	4.6	0.4	0	-11	/	0
Cc1nc2ccccc2nc1N1CCC(C)CC1	-1.0	0	-0.3	-9	-0.2	1.9	-55	0	-1	-4
CCc1c(C)nc(SCC(=O)Nc2ccc(Br)cc2)[nH]c1=O	5.7	9	-0.9	12	3.4	0.2	-1	7	-1	2
O=C(NCc1ccc(C(=O)O)cc1)OCc1ccccc1	-0.9	2	-0.2	-9	2.4	-3.5	10	-19	0	-1
Clc1ccc(N(CC2CO2)CC2CO2)cc1 (stereo unspecified)	/	4	-0.5	-9	1.0	/	-7	-6	0	3
Cc1cc(/C=C2/SC(=O)N(CC(=O)N3CCOCC3)C2=O)c(C)n1-c1ccccc1F	1.1	-17	0.0	2	2.8	-0.1	-4	0	-2	-2
CCn1c(=O)c2cc(S(=O)(=O)NCCOc3ccccc3)ccc2n(CC)c1=O	2.0	-7	0.0	-13	1.7	0.2	0	-5	1	-1
COc1ccc(NC(=O)c2cc(S(=O)(=O)N3CCS(=O)(=O)CC3)ccc2Cl)cc1	2.3	1	-1.1	-11	1.1	-0.5	-35	-1	1	1
CCOC(=O)C1CCN(C(=O)CCc2c(C)nc3c(-c4ccc(F)cc4)c(C)nn3c2C)CC1	1.0	-10	0.6	-13	1.8	1.1	-8	1	0	0
Cc1ccc(C(=O)Nn2c(N)c(S(=O)(=O)c3ccc(C)cc3)c3nc4ccccc4nc32)cc1	9.8	-19	-2.6	4	5.9	-0.6	-4	-5	/	-6
Cc1cc(C)c(O)c(CN(C)Cc2cc(Cl)cc(Cl)c2O)c1	/	-1	-1.9	9	1.6	/	-3	-12	1	7
COc1cc(C(=S)N2CCOCC2)ccc1OC(=O)c1cc([N+](=O)[O-])c(C)c([N+](=O)[O-])c1	-0.6	4	-0.4	-11	0.9	-3.0	8	-1	-2	-3
N=c1n(CC(=O)c2ccc([N+](=O)[O-])cc2)c2ccccc2n1Cc1ccccc1	0.6	-4	-4.0	-7	1.2	0.1	0	1	/	-2
CCOc1ccc(-c2c(=O)n(OCC)c3ccccc3[n+]2[O-])cc1	2.0	-1	-3.0	-9	2.3	-0.8	-28	-6	6	-1
O=S(=O)(CCc1nc2ccccc2o1)c1ccc2ccccc2c1	0.2	-13	-0.7	-11	3.1	0.2	-2	-2	/	-2
CCOC(=O)N1CCN(CC(=O)Nc2nc3ccccc3s2)CC1	1.5	-6	-1.3	-6	1.8	0.6	12	9	-1	-1
Cc1cccc(-c2oc3ccc(-c4ccc5c(c4)OCO5)cc3c2-c2ccc(OC3CCCCO3)cc2)c1 (stereo unspecified)	5.5	-5	1.3	-21	4.0	-1.2	-13	13	1	3
CCCCN(C(=O)C1CC(=O)N(c2ccc3c(c2)OCCO3)C1)c1c(N)n(CC(C)C)c(=O)[nH]c1=O (stereo unspecified)	/	7	0.1	-7	4.6	/	1	-11	0	0
CN(C)CCCNC(=S)N(CCN(C)C)Cc1cc2cc3c(cc2[nH]c1=O)OCCO3	5.0	1	/	-10	0.7	-1.9	-12	6	-1	2
CC(C(=O)O)N(c1ccccc1Cl)S(C)(=O)=O (stereo unspecified)	-0.3	-4	0.5	-1	-0.8	-1.1	-4	4	-1	-7
CC(=O)Nc1ccc2nc(NC(=O)COc3ccccc3C)sc2c1	-0.3	-4	-2.7	-16	-1.6	-1.5	16	-9	2	-2
Nc1nc(C2CCOCC2)cs1	-0.8	-1	-1.0	-13	3.8	-1.0	-5	-4	12	0
O=C(NC(Cc1ccccc1)C(=O)O)/C(=C/c1ccccc1)NC(=O)c1cccc(Br)c1 (stereo unspecified)	1.0	/	-1.7	-7	3.9	1.5	-3	-22	14	3
Nc1cc(S(=O)(=O)Nc2ccccc2Cl)ccc1N1CCCC1	-1.1	-3	0.1	3	0.0	0.8	3	0	1	1
Cc1ncccc1C(=O)N1CCCC(CCC(=O)N2CCN(c3ccccn3)CC2)C1 (stereo unspecified)	1.7	-1	-1.3	-7	2.7	-0.7	7	-5	2	-2
CCn1c(NCc2ccc(OC)cc2)nc2ccccc21	3.2	-7	/	-12	0.4	-1.6	-9	1	5	1
c1ccn2c(CNc3ncnc4sccc34)nnc2c1	3.0	1	/	-16	3.2	0.2	/	2	/	0
COc1ccc(N(C)S(=O)(=O)c2cccc(C(=O)NCc3ccc(C)cc3)c2)cc1	1.4	1	-0.8	-4	0.6	0.7	/	6	-3	0
CC(C#N)(NC(=O)CN1CCN(S(=O)(=O)c2cc(C(F)(F)F)ccc2Cl)CC1)C1CC1 (stereo unspecified)	/	5	0.1	7	1.4	/	/	-11	1	2
O=C(Cn1c(COc2ccccc2)nc2ccccc21)Nc1cc(Cl)cc(Cl)c1	1.4	3	-5.9	-9	3.2	0.8	-41	-3	-2	0
CC(=O)c1ccc2c(c1)CC(C)C(=O)N2C (stereo unspecified)	-1.5	-5	-0.9	5	3.2	0.0	22	8	1	-1
